Source: PubChem BioAssay (National Center for Advancing Translational Sciences (NCATS))
VP16 counter: VP16 counterscreen qHTS for inhibitors of ROR gamma transcriptional activity. actives 3.5% (n = 310,000). Drosophila S2 Gal4-VP16 UAS-luciferase, luminescence, 20 h. Potency, µM (series often up to 53.6 µM), inactives show at the highest dose activity, negative = inhibition, usual class: inhibitors;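 further: Gal4-VP16 expression switched on by copper sulfate through the metallothionein promoter; potency means the concentration at half of the fitted maximal effect; on the % scale 0 is the no-effect control and ±100 the full control effect; nearly all actives have a fitted effect of over 50% in size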
ELG1 DNA repair: qHTS screen for small molecules that inhibit ELG1-dependent DNA repair in human embryonic kidney (HEK293T) cells expressing luciferase-tagged ELG1. Potency, µM (highest dose often 46.1 µM), for the others: at the highest dose activity change, negative = inhibition, actives largely listed as inhibitors. actives 2.3% (n = 330,000). HEK293T ELG1-luciferase reporter, luminescence, 16 h; DNA damage induced by 5-fluorouridine. AID 504467, 2011; further: potency means the concentration at half of the fitted maximal effect; on the % scale 0 is the no-effect control and ±100 the full control effect; nearly all actives have a fitted effect of over 55% in size
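DMSO vehicle served as the neutral condition. Each well held 2,000 cells given 5-fluorouridine plus compound; after 16 hr at 37 °C/5% CO2, ONE-Glo was added and luciferase measured 30 min later.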
RORgamma inh: qHTS for inhibitors of ROR gamma transcriptional activity. Drosophila S2 Gal4-RORgamma UAS-luciferase reporter, 20 h. Potency, µM (top dose mostly 53.6 µM), inactives show at the highest dose activity change, negative = inhibition, actives largely listed as inhibitors. actives 5.4% (n = 310,000); further: potency means the concentration at half of the fitted maximal effect; on the % scale 0 is the no-effect control and ±100 the full control effect; nearly all actives have a fitted effect of over 60% in size
Target sequence (P51450 whole entry, looked up, the tested form may be a part): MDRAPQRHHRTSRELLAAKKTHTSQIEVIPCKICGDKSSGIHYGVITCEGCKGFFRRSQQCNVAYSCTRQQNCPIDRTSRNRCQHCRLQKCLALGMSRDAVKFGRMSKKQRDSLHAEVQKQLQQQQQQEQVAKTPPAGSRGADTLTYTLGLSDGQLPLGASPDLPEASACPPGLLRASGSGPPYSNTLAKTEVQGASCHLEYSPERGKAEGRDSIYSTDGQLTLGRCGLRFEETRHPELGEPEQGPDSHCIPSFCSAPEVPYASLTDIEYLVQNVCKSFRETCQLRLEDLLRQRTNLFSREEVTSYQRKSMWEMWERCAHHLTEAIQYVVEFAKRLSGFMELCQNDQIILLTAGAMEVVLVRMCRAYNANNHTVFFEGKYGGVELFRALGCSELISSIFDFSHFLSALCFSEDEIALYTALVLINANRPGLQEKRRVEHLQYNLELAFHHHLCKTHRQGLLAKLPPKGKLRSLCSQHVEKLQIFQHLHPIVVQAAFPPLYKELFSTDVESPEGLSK
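Luciferase reporter read in Schneider cells carrying Gal4-RORγ (mouse) and UAS-Photinus luciferase; cells given compound 1 h before 700 uM copper sulfate induction, then incubated 20 h at ambient temperature.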
FLuc counter: qHTS profiling assay for firefly luciferase inhibitor/activator using purifed enzyme and Km concentrations of substrates (counterscreen for miR-21 project); Luciferin 4-monooxygenase (Photinus pyralis), P08659; purified FLuc, Km substrates, luminescence inhibition; Potency, µM (doses to about 57.5 µM), for inactives: at the top dose activity change, negative = inhibition, hits mostly inhibitors; actives 6.9% (n = 360,000);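 further: potency means the concentration at half of the fitted maximal effect; plate controls were vehicle for no effect and reference inhibitor for full effect; nearly all actives have a fitted effect of over 55% in size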
Target sequence (P08659 whole entry, looked up): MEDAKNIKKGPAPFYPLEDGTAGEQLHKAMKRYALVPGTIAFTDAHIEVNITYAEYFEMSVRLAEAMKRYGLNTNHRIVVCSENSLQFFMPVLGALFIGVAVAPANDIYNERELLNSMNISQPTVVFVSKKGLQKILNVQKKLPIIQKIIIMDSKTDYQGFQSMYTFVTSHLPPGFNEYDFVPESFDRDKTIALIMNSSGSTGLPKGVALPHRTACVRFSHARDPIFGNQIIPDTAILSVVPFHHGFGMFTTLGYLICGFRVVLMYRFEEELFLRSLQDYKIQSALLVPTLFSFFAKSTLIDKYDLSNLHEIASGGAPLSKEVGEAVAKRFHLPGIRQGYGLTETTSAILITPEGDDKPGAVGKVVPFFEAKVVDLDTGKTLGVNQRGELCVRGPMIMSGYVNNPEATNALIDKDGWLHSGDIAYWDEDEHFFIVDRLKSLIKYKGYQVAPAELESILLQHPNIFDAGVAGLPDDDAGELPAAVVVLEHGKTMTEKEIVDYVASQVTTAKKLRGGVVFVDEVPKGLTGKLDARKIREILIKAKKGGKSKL
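Purified P. pyralis luciferase, 10 nM final, with Km-level 10 uM D-luciferin and 10 uM ATP in 50 mM Tris acetate pH 7.5, 10 mM Mg acetate, 0.01% Tween-20, 0.05% BSA; 6-point qHTS titration about 60 µM downward; luminescence read.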
NPC1 promoter act: qHTS Assay for NPC1 Promoter Activators | Huh7 NPC1 promoter luciferase reporter, 24 h | Potency, µM (highest dose often 9.22 µM), for the others: top-dose activation, hits mostly activators | actives 2.4% (n = 320,000) | AID 485313, 2010;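 further: potency means the concentration at half of the fitted maximal effect; % of control where 0% means no effect; nearly all actives have a fitted effect of over 60% in size; reporter is driven by a mutant NPC1 promoter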
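Stable NPC1-promoter luciferase Huh7 line; cpd (DMSO) 24 h, 37 °C, 5% CO2; Amplite luciferase reagent 10 min RT; luminescence readout. qHTS format.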
Menin-MLL TR inh: qHTS Assay for Inhibitors Targeting the Menin-MLL Interaction in MLL Related Leukemias: Competition With Texas Red Labeled MLL-derived Mutant Peptide; Menin + Texas Red MLL mutant peptide, fluorescence polarization; Potency, µM (doses to about 61.6 µM), without a hit: at the top dose FP activity change, negative = inhibition, hits mostly inhibitors; actives 0.23% (n = 270,000); active means well fitted inhibition curve with a large enough effect in the polarisation, with a control signal flat, not every such curve was filed as active; inconclusive means small, poorly fitted or top-dose-only effect, or effect the other way, or a change in a side signal; inactive means no such curve, though single readings can be large or run the other way; the % refers to the polarisation; further: potency means the concentration at half of the fitted maximal effect; % of control where 0% means no effect; many of its hits are not listed in these tables
Mito fusion act: qHTS Assay for Small Molecule Inhibitors of Mitochondrial Division or Activators of Mitochondrial Fusion; S. cerevisiae fusion-defective mutant growth rescue, CellTiterGlo 48 h; actives 0.23% (n = 320,000); Potency, µM (series often up to 46.1 µM), for inactives: top-dose growth rescue (activation), hits mostly activators;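 further: potency means the concentration at half of the fitted maximal effect; % of control where 0% means no effect; nearly all actives have a fitted effect of over 45% in size; temperature-sensitive fusion mutants such as fzo1-1 at 37 °C on non-fermentable ethanol glycerol medium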
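Read-out: ATP-based luminescence (CellTiterGlo, 10 min ambient) reporting growth of fusion-defective ts yeast after 48 hours at 37C on glycerol/ethanol YPEG medium in the presence of compound.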
MBNL1-CUG inh: qHTS Assay for Inhibitors of MBNL1-poly(CUG) RNA binding; AID 2675, 2010; Potency, µM (titrated, usually from 57.5 µM), for the others: at the top dose activity change, negative = inhibition, hits mostly inhibitors; TR-FRET MBNL1-His/biotin-(CUG)12 binding, 665/545 ratio; actives 0.036% (n = 280,000); active means well fitted inhibition curve with a large enough effect in the signal ratio, with a control signal flat, not every such curve was filed as active; inconclusive means small, poorly fitted or top-dose-only effect, or effect the other way, or a change in a side signal; inactive means no such curve, though single readings can be large or run the other way; the % refers to the signal ratio; further: potency means the concentration at half of the fitted maximal effect; on the % scale 0 is the no-effect control and ±100 the full control effect
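Compound titration spanned 92 nM–58 uM against the MBNL1-His/biotin-(CUG)12 complex. After 60 min at room temperature with 5 nM streptavidin-XL665 and 0.055 ng/ul terbium anti-His, ratiometric 665/545 nm emission (Ex 340 nm) normalized to controls.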
Rab9 prom act: qHTS Assay for Rab9 Promoter Activators; Huh7 Rab9 promoter-luciferase reporter, luminescence, 24 h; Potency, µM (titrated, usually from 9.22 µM), inactives show top-dose activation, negative = inhibition, most hits filed as activators; actives 2.8% (n = 320,000); AID 485297, 2010; further: potency means the concentration at half of the fitted maximal effect; % of control where 0% means no effect; nearly all actives have a fitted effect of over 60% in size
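Steps: seed 1500 Huh7 Rab9-luc cells per well, rest 2 h at 37 °C; add compound in DMSO; incubate 24 h; add luciferase reagent, 10 min ambient; read luminescence.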
PKM2 act: qHTS Assay for Activators of Human Muscle isoform 2 Pyruvate Kinase; purified PKM2, Kinase-Glo ATP luminescence, activation; response scale: 0% is enzyme alone, no compound; Pyruvate kinase PKM (Homo sapiens), P14618; Potency, µM (series often up to 57.5 µM), without a hit: at the top dose activation, usual class: activators; actives 0.34% (n = 260,000); AID 1631, 2009; further: potency means the concentration at half of the fitted maximal effect; on the % scale 0 is the no-effect control and ±100 the full control effect; nearly all actives have a fitted effect of over 55% in size
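Purified hPK-M2 (>95% pure) converted ADP (0.1 mM final) to ATP with 0.5 mM PEP in 50 mM imidazole pH7.2, KCl, MgCl2, Tween 20, BSA; 1 h at room temperature. ATP detected by Kinase-Glo luminescence.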
KCNH2 3.1 inh: qHTS for Inhibitors of KCHN2 3.1: Mutant qHTS; Potassium voltage-gated channel subfamily H member 2, brain isoform KCNH2 3.1 (human); U2OS KCNH2 3.1, thallium flux FluxOr; active compounds read low; activity change, % (tested at about 1.8 µM); AID 720553, 2013; actives 0.95% (n = 340,000);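 active means maximum activity change below -70%; inconclusive means maximum activity change from -70% to -50%; inactive means maximum activity change above -50%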;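 further: thallium influx rate constant from kinetic fluorescence after stimulation buffer; on the % scale 0 is the no-effect control and ±100 the full control effect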
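U2OS cells transduced with KCNH2 3.1 mutant virus (1.77 x 10^8 /mL, 4 h), plated overnight at 37 C, loaded 45 min with FluxOr dye plus Red40 quencher. Thallium flux rate constant from kinetic reads after stimulation buffer, normalised to controls.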
* marks the source's active call; other numbers are inactive results; ? = inconclusive; . = no result given; [ ] = remark or other dose. Unless noted, the call rests on the fitted dose curve; in most records, active means well fitted curve in the direction sought with a large enough effect; inconclusive means small, poorly fitted or top-dose-only effect, or another doubt; inactive means no such curve, though single readings can be large; an effect the other way counts as inactive or inconclusive. Only part of the results is shown. The share of hits here may be higher or lower than overall.

Each structure is followed by: VP16 counter	ELG1 DNA repair	RORgamma inh	FLuc counter	NPC1 promoter act	Menin-MLL TR inh	Mito fusion act	MBNL1-CUG inh	Rab9 prom act	PKM2 act	KCNH2 3.1 inh
- O=C(O)CCCN=CC1=C(O)C(C(=O)c2ccccc2)CCC1=O (stereo unspecified)
    -4%	-2%	?	1%	-5%	18%	-3%	-6%	-2%	-21%	5
- CC(OCC(O)CN(C)CCOc1ccccc1)c1ccc(Cl)cc1 (stereo unspecified)
    -17%	?	12%	1%	0%	-9%	-6%	8%	-7%	1%	-14
- CCOC(=O)C1CCN(C(=O)c2ccc(Oc3cc(Cl)cc(Cl)c3)o2)CC1
    -8%	4%	1%	0%	-1%	.	27%	-10%	-13%	0%	2
- Cc1ccc(NC(=O)Cn2c([N+](=O)[O-])cnc2C)cc1Cl
    -3%	-13%	5%	1%	0%	?	-4%	6%	1%	.	2
- CC1(O)N(CCC(=O)Nc2cccc(F)c2)C(=O)OC12CCCCC2 (stereo unspecified)
    -7%	6%	13%	-1%	-3%	-5%	-2%	-2%	-3%	8%	-6
- CCOc1ccc(NC(=O)CNC(=O)c2ccc(OC)cc2)cc1
    17%	11%	-24%	3%	-4%	14%	-3%	-1%	-2%	1%	-24
- O=C(c1cc2c(ccc3ccccc32)o1)N1CCCCC1
    -6%	?	-27%	2.1µM*	1.3µM*	.	-4%	?	0.89µM*	-20%	-10
- COc1ccc2oc(=O)cc(CN3CCN(Cc4ccc(OC)c(OC)c4OC)CC3)c2c1
    5%	-23%	8%	-1%	0%	?	1%	1%	0%	.	8
- COc1cc(Cl)ccc1OCc1cc(C(=O)N2CCCCC2c2cccnc2)no1 (stereo unspecified)
    5%	3%	39%	-13%	-2%	-26%	19%	-11%	-3%	-1%	10
- C=C(C)CN(CC)C(=O)COc1ccc(S(=O)(=O)Nc2ccc(OC)cc2)cc1
    0%	?	22%	0%	-1%	-2%	3%	-11%	0%	-6%	-10
- CCn1c(CNC(C)=O)nnc1SCC(=O)c1ccc(Br)cc1
    -1%	5%	-42%	-3%	-5%	-1%	6%	5%	0%	0%	14
- CCN(CC1CCCN(CCc2cccc(OC)c2)C1)C(=O)C=C(C)C (stereo unspecified)
    -2%	-4%	-11%	0%	-3%	1%	-3%	-2%	-5%	0%	-11
- COc1cccc(NC(=O)CCCn2nc(C)c3c(C)n(-c4ccccc4)nc3c2=O)c1
    -8%	-11%	8%	0%	-4%	.	-4%	-3%	-3%	.	6
- C=CCN=C1NN=C(c2cc(C)n(CCOC)c2C)CS1
    -83%	?	1µM*	0.38µM*	-16%	-10%	-3%	.	-21%	6%	-4
- CCCCc1nc2c(C)c(N)cnc2n1Cc1cccc([N+](=O)[O-])c1
    -1%	-19%	0%	-1%	-7%	?	6%	?	0%	.	-13
- O=C(NCc1cccc(Cl)c1)c1cc(COc2ccc3ncccc3c2)on1
    10µM*	?	-71%	-15%	-17%	21%	8%	-2%	-33%[inhibitor]	2%	13
- COc1ccc(N2CCN(C(=O)Nc3ccc(S(=O)(=O)N(C)C)cc3)CC2)cc1
    -10%	-8%	23%	-2%	-1%	0%	-8%	-10%	2%	-1%	2
- Cc1ccc(/C=N/Nc2cccc3cccnc23)c(O)c1
    ?	?	10µM*	1.5µM*	4µM*	?	-2%	15%	?	0%	10
- C=CCn1c(=O)c(C(=O)Nc2ccc(C)cc2)c(O)c2ccccc21
    2%	?	-15%[1.91 µM]	?	?	-3%	0%	6%	25%	-3%	-4
- CCOc1ccc(NC(=O)CSc2nnc(-c3cc(C)[nH]n3)n2N)cc1
    -10%	26%	-15%	-20%	18%	.	-4%	-2%	2%	.	1
- COc1cc(/C=N\NC(=O)C(C)(C)O)ccc1OC/C=C/c1ccccc1
    ?	-3%	35µM*	?	-1%	5%	7%	-1%	1%	1%	3
- N#CCCN(Cc1ccccc1)C(=S)NC(=O)c1ccccc1
    0.71µM*	?	0.35µM*	0%	-3%	-12%	4%	-9%	2%	-2%	19
- Cc1ccc(C)c(N(CC(=O)NC2CCCC2)C(=O)CCC(=O)Nc2cc(C)on2)c1
    -1%	-8%	10%	0%	0%	.	2%	1%	0%	.	4
- Cc1cccc(C(=O)OCC(=O)N2CCCC2=O)c1O
    .	22%	.	?	5%	.	-11%	.	9%	.	19
- CC1(c2ccccc2Cl)NC(=O)N(CC(=O)N2c3ccccc3NC(=O)C2(C)C)C1=O (stereo unspecified)
    .	8%	.	3%	-6%	.	-2%	.	14%	.	-2
- CC(C)c1ccc2c(c1)C(c1cccs1)=NNC(c1ccncc1)=N2
    22%	12%	-1%	?	1%	3%	9%	1%	12%	-2%	22
- Cc1cc(C)nc(NC(=O)c2ccc3c(c2)OCO3)c1
    -17%[10 µM]	?	0%	17µM*	18%	-6%	3%	-7%	17%	-29%	.
- NS(=O)(=O)c1cc(C(=O)NCCOc2ccccc2)c(Cl)cc1Cl
    -6%	-20%	35%	-1%	-5%	-2%	2%	-4%	-6%	9%	-18
- CC(C)CCn1nnnc1C(c1ccccc1F)N1CCC(C(N)=O)CC1 (stereo unspecified)
    6%	8%	-2%	0%	-2%	-17%	-2%	-3%	2%	-6%	12
- Cc1ccc(C)c(NC(=O)CN(C)C(=O)c2ccncc2)c1
    -7%	-1%	30%	0%	-4%	0%	-2%	-3%	0%	-1%	-5

The closing two records of the section above lead into the next.
Each structure is followed by: VP16 counter	ELG1 DNA repair	RORgamma inh	FLuc counter	NPC1 promoter act	Menin-MLL TR inh	Mito fusion act	MBNL1-CUG inh	Rab9 prom act	PKM2 act	KCNH2 3.1 inh
- CC(C)CCn1nnnc1C(c1ccccc1F)N1CCC(C(N)=O)CC1 (stereo unspecified)
    6%	8%	-2%	0%	-2%	-17%	-2%	-3%	2%	-6%	12
- Cc1ccc(C)c(NC(=O)CN(C)C(=O)c2ccncc2)c1
    -7%	-1%	30%	0%	-4%	0%	-2%	-3%	0%	-1%	-5
- COc1cc2c(cc1OC)C1=NC(=O)CN1C(SCc1ccc(C)cc1)=N2
    0%	?	-18%	-17%	-7%	38%[activator]	10%	?	-15%	-10%	1
- O=C1COc2ccc(C(=O)NCc3ccc4c(c3)OCO4)cc2N1
    -14%	-3%	-34%	8%	-1%	5%	-4%	0%	0%	5%	-11
- CN(C)C(/C=C/Nc1ccc(Br)cc1)=C(C#N)C#N
    -11%	6%	6%	-14%	-2%	9%	4%	2%	7%	2%	-2
- O=C1CCCN1c1ccc(S(=O)(=O)Oc2cccc(Cl)c2)cc1[N+](=O)[O-]
    0%	-2%	38%	-1%	11%	.	8%	?	1%	-2%	-3
- CCN1CC(CN(C)Cc2nc(-c3cccs3)no2)CC1=O (stereo unspecified)
    8%	-6%	-1%	0%	0%	3%	0%	-19%	-2%	?	4
- O=C(CCN1CCOCC1)NNC(=O)Nc1cccc(C(F)(F)F)c1
    -7%	-5%	-16%	3%	-1%	.	1%	-2%	-3%	3%	.
- NC(=O)c1cc(S(=O)(=O)NCCc2ccc(Cl)cc2)cs1
    19%	1%	13%	1%	-1%	11%	-7%	-1%	-4%	.	29
- O=c1oc2ccccc2n1Cc1cccc(F)c1
    7%	12%	11%	0%	2%	1%	15%	-5%	0%	.	-8
